Source: PubChem BioAssay (several laboratories)
PKA-R2B act: PKA-R2B complex activation. P22694+P31323. PKA-R2B holoenzyme dissociation, Cy5-IP20 fluorescence polarization; R2B truncated from residue 108, S112A mutant; 0% DMSO only, 100% 113 µM cGMP. actives 0.079% (n = 340,000). activation, % at 11.4 µM;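 active means activation above a cutoff set at the mean over all compounds plus 3 SD, cut at about 18% in these data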;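 further: higher means more holoenzyme dissociation and a rise in polarization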
Target sequence (P31323 whole entry, looked up, other chains not shown, the tested form may be a part): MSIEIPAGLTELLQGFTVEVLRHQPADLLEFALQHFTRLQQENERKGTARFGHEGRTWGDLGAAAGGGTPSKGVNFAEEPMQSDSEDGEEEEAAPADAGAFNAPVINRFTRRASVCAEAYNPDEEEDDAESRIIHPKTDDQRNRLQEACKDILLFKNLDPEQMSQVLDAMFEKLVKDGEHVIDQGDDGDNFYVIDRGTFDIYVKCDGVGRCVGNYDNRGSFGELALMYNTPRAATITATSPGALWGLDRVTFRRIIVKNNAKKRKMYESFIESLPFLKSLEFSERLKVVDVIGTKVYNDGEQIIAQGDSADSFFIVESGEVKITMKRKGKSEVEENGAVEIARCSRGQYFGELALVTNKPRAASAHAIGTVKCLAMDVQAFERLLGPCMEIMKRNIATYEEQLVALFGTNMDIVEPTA
LANA DNA inh: KSHV C-LANA DNA binding inhibition; MBP-C-LANA/FAM-LBS DNA binding, fluorescence polarization; inhibition, % at 9 µM; actives 0.078% (n = 340,000); AID 504423;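 active means highest replicate inhibition at or above 60% at 9 µM, even if other replicates fall short; inactive means all replicates below 60% inhibition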;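 further: 0% = neutral control wells and 100% = 4 µM acridine orange control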
CAL PDZ FP-1: blocks peptide binding to the human CAL PDZ domain; Q9HD26; purified CAL PDZ, TMR-peptide fluorescence polarization, 1 h; inhibition, % at 24.9 µM; actives 0.92% (n = 300,000); AID 602252;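 active means mean inhibition of at least 30% with at least half of replicates also reaching 30%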;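 further: 0% = DMSO neutral control and 100% = excess unlabeled competitor peptide PRC23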
DAGLB inh: blocks human DAGLB lipase activity; HEK293T DAGLB membrane lysate, EnzChek fluorogenic substrate; inhibition, % at 5.17 µM; actives 0.059% (n = 340,000); AID 504411; in the data active means inhibition above about 34%;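 further: 0% = enzyme with vehicle and 100% = wells lacking enzyme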
SR-BI DiI-HDL act: SR-BI HDL lipid transfer activation. actives 0.096% (n = 320,000). activation, % at 12.5 µM. CHO ldlA[mSR-BI] cells, DiI-HDL uptake fluorescence, 3 h; 100 = double the neutral-control signal;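 active means mean replicate activation of at least 60% and every replicate at or above 60%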;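 further: 0% = median plate neutral-control signal and 100% = twice that signal; values of inactives mirror those of a sister screen read the other way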
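Test system: SR-BI-overexpressing, LDLR-lacking CHO cells. Measured by: DiI fluorescence, bottom read. Medium: Ham's F12 with 0.5% BSA, HEPES 25 mM, pH 7.4. Timing: 3 h uptake period with compound, 37 °C.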
CAL PDZ FP-2: inhibitors of human CAL PDZ peptide binding. purified CAL PDZ, TMR-peptide fluorescence polarization, 1 h. inhibition, % at 20 µM. actives 0.02% (n = 330,000). AID 504414;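 active means highest replicate inhibition of at least 40%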;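 further: plate controls were DMSO neutral control wells for no effect and unlabeled competitor peptide control wells for full effect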
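System: tagged CAL PDZ domain. Schedule: 1 h room-temperature incubation prior to read. Signal: fluorescence polarization (mP). Measure: percent inhibition from loss of millipolarization.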
Cardiac RTF inh: cardiac RTF calcium desensitization; IANBD-labeled cardiac RTF, Ca2+ fluorescence; P19429+P45379; inhibition, % at 7.15 µM; actives 0.12% (n = 340,000); AID 493244;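 active means inhibition above the mean inhibition of all tested compounds plus 3 SD, cut at about 17% in these data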;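 further: assay run at fixed EC70 calcium of 1.6 mM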
Keap1-Nrf2 PPI: Keap1-Nrf2 (human) interaction inhibition. Keap1 Kelch-Nrf2 peptide fluorescence polarization, 1536-well. actives 0.15% (n = 340,000). Q14145. inhibition, % at 9.4 µM. AID 504523; in the data active means inhibition above about 12%;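 further: human Keap1 Kelch domain with fluorescein labeled Nrf2 9mer peptide probe; 0% = neutral control wells and 100% = peptide positive control; higher means more block of Keap1 binding to Nrf2 peptide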
Rtt109 Vps75: C. albicans Rtt109 histone acetyltransferase inhibition. inhibition, % at 34.9 µM. Q5AAJ8. AID 540336. purified Rtt109/Vps75, ThioGlo CoA-SH fluorescence, 4 h. actives 0.16% (n = 330,000);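 active means inhibition of at least 50% in every replicate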
Target sequence (Q5AAJ8 whole entry, looked up): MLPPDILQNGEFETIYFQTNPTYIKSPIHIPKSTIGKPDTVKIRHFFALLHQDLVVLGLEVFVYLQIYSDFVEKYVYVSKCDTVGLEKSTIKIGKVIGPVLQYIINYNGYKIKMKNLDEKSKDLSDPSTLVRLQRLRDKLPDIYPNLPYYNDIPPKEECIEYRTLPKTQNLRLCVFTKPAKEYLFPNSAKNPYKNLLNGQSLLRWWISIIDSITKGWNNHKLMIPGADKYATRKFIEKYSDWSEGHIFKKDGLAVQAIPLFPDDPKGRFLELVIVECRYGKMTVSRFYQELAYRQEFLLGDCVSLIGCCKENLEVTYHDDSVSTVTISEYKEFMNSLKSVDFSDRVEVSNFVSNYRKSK
RTF Ca sens act: cardiac RTF calcium sensitization | AID 493008 | P19429+P45379 | IANBD-labeled TnC RTF fluorescence at EC20 calcium; 0% EC20 calcium, 100% full calcium | actives 0.24% (n = 340,000) | activation, % at 7.2 µM;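 active means activation above the mean over all tested compounds plus 3 SD, cut at about 30% in these data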;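 further: rise in fluorescence read as greater calcium sensitivity of cardiac thin filaments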
An asterisk follows results filed as active; . = not tested or not shown; & = joins results of further samples.

SMILES | PKA-R2B act | LANA DNA inh | CAL PDZ FP-1 | DAGLB inh | SR-BI DiI-HDL act | CAL PDZ FP-2 | Cardiac RTF inh | Keap1-Nrf2 PPI | Rtt109 Vps75 | RTF Ca sens act
COc1ccc(F)cc1C(=O)C1CCCN(Cc2cnc(N3CCCC3)s2)C1 (stereo unspecified) | -2 | -1.9 | -3 | -5 | . | -0.2 | -9 | 0 | -2 | 3
COc1cccc(OC)c1OCC(=O)Nc1ccc(S(=O)(=O)N2CCCC2)cc1 | -4 | 0.3 | 1 | -3 | -34 | -0.9 | -15 | 0 | 9 | 2
S=c1[nH]nc(COc2ccccc2)n1/N=C/C(Cl)=C/c1ccccc1 | -2 | 2.5 | -4 | 7 | 9 | -2.9 | -5 | -3 | 5 | 1
CC(=O)Nc1ccc(NC(=O)C(C)OC(=O)C(C)SCC(=O)Nc2ccc(C)cc2)cc1 (stereo unspecified) | -6 | 0.8 | -3 | 2 | 6 | -2.6 | -9 | -1 | 3 | 2
COc1cccc(N2CCN(Cc3ccco3)CC2)c1 | -4 | 0.0 | -5 | -3 | 8 | . | 2 | -7 | 9 | -3
Cc1nnc(SCC(N)=O)n1CCc1ccccc1 | 8 | 0.3 | -1 | 0 | 9 | -3.7 | -18 | -9 | 0 | 7
Cc1ccc(S(=O)(=O)CC(O)COc2ccc(F)cc2Cl)c(C)c1 (stereo unspecified) | -1 | 0.3 | -4 | -1 | -2 | -1.2 | 5 | 3 | 17 | 4
COc1cc(C(=S)N2CCC(Cc3ccccc3)CC2)ccc1OCC(N)=O | 1 | -1.8 | -3 | 3 | -5 | 0.5 | -7 | -2 | -6 | 5
CC1CC[C@@]2(OC1)O[C@H]1CC3[C@@H]4C[C@@H](O)[C@@]5(O)C[C@@H](O)[C@H](O)C[C@]5(C)[C@H]4CC[C@]3(C)[C@H]1[C@@H]2C (stereo partly specified) | -9 | -0.4 | 0 | -2 | 69* | -3.3 | -6 | -6 | 12 | -4
COc1ccc(N2CCN(CC(O)COc3c(OC)cccc3OC)CC2)cc1 (stereo unspecified) | 10 | -1.8 | -6 | 0 | . | 0.2 | -4 | 2 | -4 | -2
COc1cccc2sc(N(CCN(C)C)C(=O)/C=C/c3cccs3)nc12 | -15 | 2.0 | -2 | -5 | -14 | -3.0 | 3 | -5 | 5 | 0
Cc1cccc(C)c1NC(=O)CSc1nc2[nH]c(=O)cc(O)c2s1 | 0 | 1.6 | -3 | 2 | 17 | -0.3 | -6 | -5 | -10 | -2
CCn1c(/N=C/c2c[nH]c3ccccc23)nc2ccccc21 | -7 | -0.7 | 4 | 2 | 29 | . | -5 | -3 | 11 | 2
CC(=O)c1c(N2CCCCC2)nc(=S)n(Cc2ccccc2)c1C | 6 | -0.1 | -6 | 2 | 15 | 9.4 | -9 | -2 | 8 | 3
O=C(C[n+]1cc(-c2ccccc2)n2c1CCC2)c1cccs1 | 4 | -1.8 | -3 | 0 | 6 | 0.9 | -1 | 3 | . | -2
CC(=O)Nc1ccc(NC(=O)COC(=O)C2CCC(C(C)(C)C)CC2)cc1 (stereo unspecified) | 1 | -0.3 | -3 | 0 | -12 | 0.6 | -3 | -3 | -4 | -2
Cc1ccc(-c2c3c([nH]c(=S)c2C#N)CCCC3)o1 | 3 | 0.6 | . | 6 | 21 | -0.6 | -2 | -3 | -3 | -4
COc1ccc(-c2c(N)n[nH]c2C)cc1OC | 0 | 0.2 | 1 | 0 | 18 | -1.5 | -2 | -1 | 2 | -4
Nn1c(Cc2cccc3ccccc23)nnc1SCC(=O)NCC1CCCO1 (stereo unspecified) | -8 | -0.1 | . | 2 | 18 | 0.1 | 3 | -5 | 1 | -4
COc1ccc(C(=O)C2CCCN(Cc3nc4ccccc4nc3C)C2)cc1OC (stereo unspecified) | -9 | -1.5 | . | -1 | -35 | -0.6 | -8 | -1 | 1 | 2
Cc1nccn1CC1CCc2c(c3ccccc3n2C)C1=O (stereo unspecified) | 3&2 | -0.7&1.4 | -4&-3 | 1&-2 | 16&28 | -0.8&0.1 | -11&3 | -7&-2 | 3&6 | -2&6
O=C(Cc1ccc2c(c1)OCO2)NN=Cc1ccc([N+](=O)[O-])o1 | -4 | 2.2 | . | 2 | -9 | 0.2 | 2 | -4 | 11 | -6
COc1ccc(N2CCN(C(=O)CNC(=O)Cn3c(C)cc4ccccc4c3=O)CC2)cc1 | 3 | 1.5 | 2 | 1 | -8 | -1.0 | -5 | -4 | 2 | 0
CCOc1ccccc1NC(=O)CSc1nnc(-c2ccncc2)o1 | 3 | 4.4 | -1 | -1 | 14 | 0.6 | -3 | -2 | 9 | 1
COc1ccccc1-n1c(SCC(=O)N2CCCCC2)nnc1-c1ccccc1O | -17 | -1.2 | -4 | 1 | -14 | -1.6 | 9 | -2 | -5 | 0
COc1ccc(CN2CCN(S(=O)(=O)c3ccc(NC(C)=O)cc3)CC2)c(OC)c1OC | -2 | -0.2 | 22 | 2 | 7 | -1.6 | -6 | -4 | 3 | 12
Cc1ccc(C)c(NS(=O)(=O)c2ccc(OCC(=O)NCc3cccnc3)cc2)c1 | -10 | -1.2 | -3 | -3 | 23 | -0.9 | -6 | -5 | 2 | 5
O=C(CCC1CCCC1)N1CCN(C2CCCC2)CC1 | 5 | 1.0 | . | 0 | -8 | -0.2 | -11 | 4 | 1 | -3
O=[N+]([O-])c1ccc2c(c1)C(N1CCOCC1)/C(=C/COc1ccc3ccccc3c1Br)O2 (stereo unspecified) | -4 | -0.9 | -4 | -2 | -10 | -1.3 | -7 | -2 | -4 | 12
COc1cccc(CC(=O)OCC(=O)NC2CCCC2)c1 | -2 | 2.3 | -4 | 2 | 10 | -0.8 | -5 | 2 | 11 | -4
Cc1ccc(-n2nnc3c(=O)n(Cc4cc(C)ccc4C)cnc32)cc1 | 9 | 0.6 | -4 | -2 | 8 | -2.4 | -6 | 1 | 5 | 4
NC(=O)c1ccc(N=Cc2ccc([N+](=O)[O-])s2)cc1 | 4 | -0.5 | -3 | 1 | -3 | -0.7 | -4 | 1 | 1 | -5
CC(=O)Nc1ccc2nc(C)n(Cc3ccc(Cl)cc3)c(=O)c2c1 | 9 | -0.8 | . | -2 | -26 | -4.1 | -8 | 2 | -11 | 8
N#CCN1CCC2(O)CCCCC2C1c1ccc2c(c1)OCO2 (stereo unspecified) | 6 | -0.5 | -1 | -3 | 21 | -0.1 | -13 | -11 | 0 | -3
O=C(CN1C(=O)NC2(CCOc3ccccc32)C1=O)c1ccc(F)c(F)c1 (stereo unspecified) | -2 | -0.2 | -6 | 1 | -11 | -1.1 | 4 | -1 | 3 | 1
CC(C)C(=O)NC(=S)Nc1ccc(S(=O)(=O)N(C)C)cc1 | -1 | -0.3 | -2 | -1 | -6 | -2.8 | -1 | -2 | 23 | -1
CCCCn1c(N)c(N(CC(C)C)C(=O)c2ccc(OCc3c(C)noc3C)cc2)c(=O)[nH]c1=O | -11 | -0.2 | -3 | 1 | 5 | 0.5 | -10 | -2 | 2 | -8
CC(C)OCCCNc1nc(Cl)nc2c1cnn2C | 4 | 3.3 | -5 | 1 | 7 | -0.2 | -2 | -2 | -4 | -7
CCN(CC)c1ccc2oc(=O)c(C)nc2c1 | -15 | -5.6 | -5 | -23 | . | -1.9 | -96 | -34 | -30 | 60*
Cc1cc(NC(=O)COC(=O)c2cccc(S(=O)(=O)N(C)C3CCCCC3)c2)no1 | -5 | 1.2 | -3 | 0 | . | -1.5 | -14 | -2 | 5 | -1
O=C(NCCCN1CCOCC1)C(=O)NCc1ccccc1 | -7 | 1.3 | -2 | 1 | -1 | 0.1 | 0 | 4 | -2 | 1
COc1ccc(CCNC(=O)C2CCN(S(=O)(=O)c3ccc(SC)cc3)CC2)cc1 | 0 | 0.3 | 0 | -4 | -1 | -0.3 | -7 | -6 | 18 | 1
COc1ccc(-c2cc(=O)oc3cc(OCC(=O)NCCCn4ccnc4)ccc23)cc1 | -1 | 0.2 | -3 | -2 | -25 | -4.3 | -10 | -6 | 2 | -2
CCCNC(=O)CCn1cc(-c2ccc(OC)cc2)nc1-c1ccncc1 | 0 | -1.7 | -2 | -2 | -7 | 0.0 | -8 | -7 | 6 | 1
CCc1nnc(NC(=O)c2c(-c3ccccc3)noc2C)s1 | 4 | -1.2 | -4 | 1 | . | -2.8 | 12 | 3 | -3 | -2
Cc1cc(NCc2ccccc2)c2ccccc2n1 | -4 | 2.0 | 1 | 1 | 17 | -2.1 | -14 | -5 | -2 | 2
CC(=O)N1CCc2cc(S(=O)(=O)CCC(=O)NCc3cccs3)ccc21 | 2 | -0.4 | 0 | 0 | 16 | 0.5 | -4 | 1 | -6 | 0
Nc1ccccc1C(=O)NCCCN1CCOCC1 | 9 | 3.1 | -1 | -2 | -10 | . | -2 | -1 | -1 | -1
CCCc1ccc(OC(=O)c2ccc(O)cc2Cl)cc1 | -12 | 0.2 | -4 | -7 | -5 | -2.0 | -5 | 5 | -7 | -2
CCOC(=O)C(=Cc1c[nH]c2ccc(S(=O)(=O)N(C)C)cc12)C(=O)OCC | 4 | 0.3 | -3 | 1 | 13 | -0.2 | -2 | -7 | . | 4
Cc1[nH]n(C)c(=O)c1N=Nc1ccc(S(C)(=O)=O)cc1 | 2 | -0.8 | -2 | 1 | 1 | 1.3 | -1 | -5 | . | 6
CCOC(=O)CNC(=O)CSc1nnnn1-c1ccc(C)c(C)c1 | -13 | 1.4 | 0 | 1 | 29 | . | -23 | 1 | 2 | -6

2 compounds picked at random from the list so far, as already listed:
SMILES | PKA-R2B act | LANA DNA inh | CAL PDZ FP-1 | DAGLB inh | SR-BI DiI-HDL act | CAL PDZ FP-2 | Cardiac RTF inh | Keap1-Nrf2 PPI | Rtt109 Vps75 | RTF Ca sens act
O=C(CCC1CCCC1)N1CCN(C2CCCC2)CC1 | 5 | 1.0 | . | 0 | -8 | -0.2 | -11 | 4 | 1 | -3
S=c1[nH]nc(COc2ccccc2)n1/N=C/C(Cl)=C/c1ccccc1 | -2 | 2.5 | -4 | 7 | 9 | -2.9 | -5 | -3 | 5 | 1

Gathered by group: the entries above with a Cl atom.
SMILES | PKA-R2B act | LANA DNA inh | CAL PDZ FP-1 | DAGLB inh | SR-BI DiI-HDL act | CAL PDZ FP-2 | Cardiac RTF inh | Keap1-Nrf2 PPI | Rtt109 Vps75 | RTF Ca sens act
S=c1[nH]nc(COc2ccccc2)n1/N=C/C(Cl)=C/c1ccccc1 | -2 | 2.5 | -4 | 7 | 9 | -2.9 | -5 | -3 | 5 | 1
Cc1ccc(S(=O)(=O)CC(O)COc2ccc(F)cc2Cl)c(C)c1 (stereo unspecified) | -1 | 0.3 | -4 | -1 | -2 | -1.2 | 5 | 3 | 17 | 4
CC(=O)Nc1ccc2nc(C)n(Cc3ccc(Cl)cc3)c(=O)c2c1 | 9 | -0.8 | . | -2 | -26 | -4.1 | -8 | 2 | -11 | 8
CC(C)OCCCNc1nc(Cl)nc2c1cnn2C | 4 | 3.3 | -5 | 1 | 7 | -0.2 | -2 | -2 | -4 | -7
CCCc1ccc(OC(=O)c2ccc(O)cc2Cl)cc1 | -12 | 0.2 | -4 | -7 | -5 | -2.0 | -5 | 5 | -7 | -2
